NSD2 HMT inh: NSD2 histone methyltransferase inhibitors, primary screen, biochemical, AlphaScreen, single concentration, set 2; NSD2 peptide methylation, 120 min; inhibition, % at 12.5 µM; hit rate 0.54% among 310,000; AID 743445, 2014; in the data active = inhibition above about 50%
SR-BI HDL uptake: inhibitors of SR-BI mediated HDL lipid uptake, primary screen, ldlA[mSR-BI] cells, fluorescence, single point; Scavenger receptor class B member 1 (Mus musculus), Q61009; ldlA[mSR-BI] CHO cells, DiI-HDL uptake fluorescence, 3 h; inhibition, % at 12.5 µM; hit rate 0.96% among 320,000;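 active = mean replicate inhibition of at least 70% and a set share of replicates each scoring 70 or more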;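 note: 0% = median of neutral control wells and 100% = median of positive control wells; values of inactives mirror those of a sister screen read the other way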
Cardiac RTF inh: cardiac RTF calcium sensitivity inhibitors, primary screen, biochemical, IANBD-TnC fluorescence, EC70 calcium; Troponin I, cardiac muscle (Homo sapiens) + Troponin T, cardiac muscle (Homo sapiens) + …; IANBD-labeled cardiac RTF, Ca2+ fluorescence; inhibition, % at 7.15 µM; hit rate 0.12% among 340,000; AID 493244, 2011;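 active = inhibition above the mean inhibition of all tested compounds plus 3 SD, cut at about 17% in these data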;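 note: assay run at fixed EC70 calcium of 1.6 mM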
SR-BI uptake up: activators of SR-BI mediated DiI-HDL uptake, primary screen, ldlA[mSR-BI] CHO cells, DiI fluorescence; AID 504775, 2011; 3 h; 100 = double the neutral-control signal; activation, % at 12.5 µM; hit rate 0.096% among 320,000;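 active = mean replicate activation of at least 60% and every replicate at or above 60%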;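 note: 0% = median plate neutral-control signal and 100% = twice that signal; values of inactives mirror those of a sister screen read the other way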
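Material: SR-BI-overexpressing, LDLR-lacking CHO cells; schedule: compound exposure 3 h, 37 °C; reagent: DiI-labelled HDL at 10 µg/mL final; technique: bottom-read fluorescence, 550/595 nm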
Arrestin-AP2 inh: inhibitors of beta-arrestin/AP2 binding, primary screen, biochemical, GPCR trafficking, flow cytometry. FITC-arrestin peptide / GST-AP2 beads; AP2 beta2 appendage carries R879A mutation. inhibition, % at 10 µM. hit rate 0.31% among 340,000;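 active = inhibition above a set limit, near 3 SD of compounds lacking own fluorescence, cut at about 54% in these data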;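 note: plate controls were DMSO wells for no effect and 5 µM unlabelled arrestin peptide for full effect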
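system = GST-tagged AP2 beta2-adaptin appendage (R879A) on 4 µm glutathione beads | reagent = FITC-labelled arrestin peptide probe, 50 nM final | schedule = compound with beads 12 min RT, then probe 1 h RT | signal = HyperCyt-sampled flow cytometry, FL1 channel, ex 488/em 535 nm | read-out = percent response from loss of bead-bound FITC fluorescence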
Keap1-Nrf2 PPI: Keap1-Nrf2 protein-protein interaction inhibitors, primary screen, biochemical, fluorescence polarization, single point; inhibition, % at 9.4 µM; hit rate 0.15% among 340,000; Keap1 Kelch-Nrf2 peptide fluorescence polarization, 1536-well; in the data active = inhibition above about 12%;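 note: human Keap1 Kelch domain with fluorescein labeled Nrf2 9mer peptide probe; 0% = neutral control wells and 100% = peptide positive control; higher means more block of Keap1 binding to Nrf2 peptide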
PvdQ acylase: P. aeruginosa PvdQ acylase inhibitors, primary screen, biochemical, fluorescence, plate reader and imaging, single point. inhibition, % at 10 µM. hit rate 0.063% among 340,000. purified PvdQ acylase. PvdQ acylase [Pseudomonas aeruginosa LESB58]; in the data active = inhibition above about 30%, passing the limit was not always enough;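 note: 0% = vehicle neutral wells and 100% = reference inhibitor wells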
PKA-R2B act: activators of PKA-R2B holoenzyme, primary screen, biochemical, fluorescence polarization, Cy5-IP20, human; hit rate 0.079% among 340,000; activation, % at 11.4 µM; PKA-R2B holoenzyme dissociation; R2B truncated from residue 108, S112A mutant; 0% DMSO only, 100% 113 µM cGMP; cAMP-dependent protein kinase catalytic subunit beta (Homo sapiens) + cAMP-dependent …;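 active = activation above a cutoff set at the mean over all compounds plus 3 SD, cut at about 18% in these data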;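 note: higher means more holoenzyme dissociation and a rise in polarization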
DAGLB inh: DAGLB lipase inhibitors, primary screen, biochemical, fluorescence, HTS. Diacylglycerol lipase-beta (Homo sapiens), Q8NCG7. HEK293T DAGLB membrane lysate, EnzChek fluorogenic substrate. inhibition, % at 5.17 µM. hit rate 0.059% among 340,000. AID 504411, 2011; in the data active = inhibition above about 34%;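 note: 0% = enzyme with vehicle and 100% = wells lacking enzyme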
Target sequence (Q8NCG7 whole entry, looked up): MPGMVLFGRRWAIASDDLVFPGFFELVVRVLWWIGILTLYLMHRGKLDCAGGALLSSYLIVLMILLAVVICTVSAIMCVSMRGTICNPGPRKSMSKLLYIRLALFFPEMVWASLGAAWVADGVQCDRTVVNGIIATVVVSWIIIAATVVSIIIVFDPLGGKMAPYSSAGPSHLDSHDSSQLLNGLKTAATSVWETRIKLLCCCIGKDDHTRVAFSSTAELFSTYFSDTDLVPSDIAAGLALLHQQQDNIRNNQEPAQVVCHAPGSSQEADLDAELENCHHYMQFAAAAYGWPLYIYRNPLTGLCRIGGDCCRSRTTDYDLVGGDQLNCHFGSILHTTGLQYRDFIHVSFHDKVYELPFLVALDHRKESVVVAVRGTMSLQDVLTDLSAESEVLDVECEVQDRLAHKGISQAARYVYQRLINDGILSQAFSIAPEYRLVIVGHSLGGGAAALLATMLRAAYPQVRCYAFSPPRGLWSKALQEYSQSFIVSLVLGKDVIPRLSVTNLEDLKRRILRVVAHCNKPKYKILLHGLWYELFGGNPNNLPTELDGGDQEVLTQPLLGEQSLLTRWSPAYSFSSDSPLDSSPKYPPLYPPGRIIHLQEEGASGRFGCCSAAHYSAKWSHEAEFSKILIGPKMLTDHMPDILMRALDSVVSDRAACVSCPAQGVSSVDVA
C-LANA FP: inhibitors of KSHV C-LANA binding to DNA, primary screen, biochemical, fluorescence polarization, FAM-LBS DNA, MBP-C-LANA, single point; Kaposi's sarcoma herpesvirus LANA C-terminal domain (residues 932-1162) DNA binding; inhibition, % at 9 µM; hit rate 0.078% among 340,000; AID 504423, 2011;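 active = highest replicate inhibition at or above 60% at 9 µM, even if other replicates fall short; inactive = all replicates below 60% inhibition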;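 note: 0% = neutral control wells and 100% = 4 µM acridine orange control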
Active calls of the source: *; x = no result given.

entry	SR-BI uptake up	C-LANA FP	Arrestin-AP2 inh	DAGLB inh	Cardiac RTF inh	PKA-R2B act	Keap1-Nrf2 PPI	SR-BI HDL uptake	PvdQ acylase	NSD2 HMT inh	molecule
1	-6	-3.2	-10	1	-7	0	-5	6	-12	-2	O=C(O)c1cccc2c1Oc1ccccc1S2(=O)=O
2	-38	0.6	-7	1	-5	-12	-2	38	-3	0	CCC(=O)Nc1ccc(N2CCCCC2)c(C(=O)Nc2ccccc2C)c1
3	5	-1.3	6	-1	12	-12	-4	-5	0	3	CC(=O)Nc1ccc(S(=O)(=O)NCCC(=O)OCC(=O)c2ccccc2)cc1
4	-12	-0.4	-4	-2	-5	5	1	12	-15	x	Cc1ccnc(NC(=O)C2CCN(S(=O)(=O)c3cccc4nsnc34)CC2)c1
5	x	0.7	-10	2	2	-8	2	x	-15	22	CN(C)CCCC1Sc2ccccc2Sc2ccccc21 (centres undefined)
6	2	-0.2	-6	1	3	-4	-2	-2	1	0	CN(Cc1cnn(C)c1)C(=O)C1CCC(=O)N(Cc2cccc(C(F)(F)F)c2)C1 (centres undefined)
7	-21	-0.1	-6	1	-5	-4	-1	21	-2	3	COc1ccc(/C=N/NC(=O)c2ccoc2C)cc1CN1CCN(c2ccc(F)cc2)CC1
8	9	-1.8	2	0	6	0	-2	-9	-12	-2	COc1ccc(-c2nc(O)c3cnccn23)cc1
9	66*	-0.9	-3	2	-3	2	-3	-66	3	x	OC(c1cc(C(F)(F)F)nc2c(Cl)cc(Cl)cc12)C1CCCCN1 (centres undefined)
10	3	7.2	0	-3	3	-2	6	-3	3	1	Cn1c(=O)c2c(-c3ccccc3)n(N3CCOCC3)cc2n(C)c1=O
11	21	0.8	3	-4	-7	-14	-5	-21	1	-1	COc1ccc(CCN2CC(C(=O)NCCc3cn[nH]c3)CCC2=O)cc1 (centres undefined)
12	-6	-0.4	10	x	x	x	2	6	-7	-1	O=[N+]([O-])c1ccccc1S(=O)(=O)N1CCN(Cc2ccsc2)CC1
13	22	-0.5	-8	-3	-5	-2	0	-22	-17	0	O=C(CCNS(=O)(=O)c1ccccc1C(F)(F)F)NNC(=O)C1COc2ccccc2O1 (centres undefined)
14	-6	-0.8	-6	1	-2	10	-4	6	-12	52*	CN(Cc1nc2ccccc2c(=O)[nH]1)C(=O)c1cc2c(s1)CCCCC2
15	-16	1.0	-2	x	x	x	-1	16	6	12	Cc1ccccc1C(=O)OC1OC(=O)C(Cl)=C1Nc1ccccc1 (centres undefined)
16	-16	0.5	-1	2	-7	-4	-1	16	-16	0	Cc1ccc(Cn2ccc(NC(=O)c3c(-c4ccccc4Cl)noc3C)n2)cc1
17	7	0.8	8	0	-3	-1	-1	-7	-4	2	Cc1c(Cl)cnc(NC(=O)COC(=O)CCS(=O)(=O)c2ccccc2)c1Cl
18	-59	-0.7	0	-3	-4	-3	-2	59	4	1	CCCn1nc(C(=O)Nc2nc(-c3ccccn3)cs2)c2ccccc2c1=O
19	22	0.2	20	0	7	-4	1	-22	5	-1	CN(CC(=O)Nc1cccc(F)c1)C(=O)CC1CCCC1
20	5	2.1	-5	4	-1	-14	2	-5	-7	6	COc1ccc2nc(-c3ccc(Cl)cc3)cc(C(=O)O)c2c1
21	39	-0.1	0	2	-20	-6	2	-39	-4	1	O=C(NCCN1CCOCC1)c1cccc(NS(=O)(=O)c2ccc(Br)cc2)c1
22	4	22	5	-2	1	-3	-1	-4	-17	29	O=C1Nc2ccc(Br)cc2C1=C1CCCCC1
23	x	0.3	7	-2	-9	-1	-2	x	-5	-1	COc1cccc(NC(=O)c2sc(Cl)nc2C)c1
24	6	0.7	13	-1	-3	-6	-3	-6	-7	-4	CC1CCCCC1NC(=O)C(C)N1C(=O)c2ccccc2C1=O (centres undefined)
25	-14	-1.4	0	0	-10	3	-7	14	-9	-4	CC(C(=O)NCCN1CCOCC1)(c1ccccc1)c1ccccc1
26	-1	0.8	21	-1	-6	1	2	1	12	8	Cc1ccccc1N=C/C=C1/C=C(c2ccccc2)OC(C)(C)O1
27	11	0.2	-14	0	-4	-24	1	-11	-14	-1	O=C(NCc1nnnn1-c1ccc(Cl)cc1)c1ccc(Br)o1
28	6	-1.5	-4	1	-12	-7	3	-6	-2	-3	C=CC(=O)NN(C)c1ncc(C(F)(F)F)cc1Cl
29	-44	-0.6	-6	-8	-4	4	-4	44	-18	-9	COc1ccccc1-c1cc(C(=O)NC2CCCC2)no1
30	-24	0.3	0	-3	-2	6	2	24	1	-5	Clc1ccc2c(N/N=C/c3ccccc3Br)ccnc2c1

Copied from the list:
compound 1 – C-LANA FP = -3.2
compound 29 – SR-BI uptake up = -44
compound 16 – SR-BI uptake up = -16
compound 6 – PKA-R2B act = -4

Some of the entries above in a different format.
Order of results: SR-BI uptake up, C-LANA FP, Arrestin-AP2 inh, DAGLB inh, Cardiac RTF inh, PKA-R2B act, Keap1-Nrf2 PPI, SR-BI HDL uptake, PvdQ acylase, NSD2 HMT inh
#19 CN(CC(=O)Nc1cccc(F)c1)C(=O)CC1CCCC1
  22, 0.2, 20, 0, 7, -4, 1, -22, 5, -1
#20 COc1ccc2nc(-c3ccc(Cl)cc3)cc(C(=O)O)c2c1
  5, 2.1, -5, 4, -1, -14, 2, -5, -7, 6
#21 O=C(NCCN1CCOCC1)c1cccc(NS(=O)(=O)c2ccc(Br)cc2)c1
  39, -0.1, 0, 2, -20, -6, 2, -39, -4, 1
#22 O=C1Nc2ccc(Br)cc2C1=C1CCCCC1
  4, 22, 5, -2, 1, -3, -1, -4, -17, 29

Later entries.
entry	SR-BI uptake up	C-LANA FP	Arrestin-AP2 inh	DAGLB inh	Cardiac RTF inh	PKA-R2B act	Keap1-Nrf2 PPI	SR-BI HDL uptake	PvdQ acylase	NSD2 HMT inh	molecule
31	-28	0.3	34	-5	-5	2	3	28	0	1	COCC(C)NC(=O)c1ccc2nc(-c3ccccc3)c(-c3ccccc3)nc2c1 (centres undefined)
32	-3	13	0	1	-2	5	-1	3	2	1	Cc1nccn1CC(O)COc1ccc(Cl)cc1Cl (centres undefined)
33	6	0.2	2	-3	8	-4	-7	-6	-4	x	CN(C)C1=NCCN1CCC1CCCCC1
34	19	2.6	34	-1	-3	4	-1	-19	7	6	COc1ccc(CCNC(=O)CN2C(=O)NC(C)(c3ccc([N+](=O)[O-])cc3)C2=O)cc1 (centres undefined)
35	9	0.3	28	2	0	-2	0	-9	-2	11	Cc1cc(C)c2[nH]c(=O)c(CN(Cc3ccccc3)C(=S)NCCCN(C)C)cc2c1
36	10	1.7	15	0	4	-6	1	-10	7	-3	N#CC(c1ccc(O)cc1)N1CCCCC1 (centres undefined)
37	-6	1.1	-1	-1	-1	-13	-3	6	-12	2	O=C1C2(c3ccccc3)CN(CCCO)CC1(c1ccccc1)CN(CCCO)C2
38	-21	1.5	11	1	0	-5	1	21	1	x	CS(=O)(=O)Nc1ccc(-c2n[nH]c(=S)n2-c2ccccc2)cc1
39	-14	1.7	0	1	-5	-1	-6	14	-1	0	CC(=O)c1ccc(NC(=O)C(C)OC(=O)c2ccc(Br)o2)cc1 (centres undefined)
40	10	-1.3	20	1	-4	2	-4	-10	0	30	COc1ccc(Cn2c(CO)cnc2SCC(=O)Nc2cc(C)on2)cc1
41	32	-1.1	15	0	0	-3	1	-32	0	2	Cc1ccc(CNC(=O)CN2C(=O)COc3ccc(S(=O)(=O)N4CCCCC4)cc32)o1
42	2	-1.0	-8	-1	4	2	-2	-2	-19	-1	Cc1cc(C)nc(NC(=O)c2c(C(=O)O)noc2C)n1
43	18	-1.8	2	-1	-6	2	-3	-18	-8	-2	O=C(O)Cn1c2ccccc2c2ccccc21
44	25	0.6	-22	-1	0	-7	0	-25	-9	-1	Cn1c(SCC(=O)NC2CC2)nnc1C(F)(F)F
45	-11	0.4	33	-6	-2	-13	0	11	0	-1	O=C(NOCc1ccccc1)c1ccc(Cl)cc1
46	6	0.8	-20	-1	-12	6	-2	-6	16	2	N#C/C(=C\c1cccnc1)c1ccc([N+](=O)[O-])cc1
47	-40	0.7	-1	3	-10	5	-3	40	-12	x	COc1ccc(NC(=O)CN2CCN(CC(=O)Nc3cc(OC)cc(OC)c3)CC2)cc1
48	10	-0.3	10	-2	-13	-7	0	-10	-8	3	CN(C)S(=O)(=O)c1ccc(Cl)c(NC(=O)COC(=O)[C@@H]2CCCN2C(=O)c2cccs2)c1
49	41	-0.8	6	2	-6	-6	-2	-41	-14	2	COc1ccc(OC)c(S(=O)(=O)N2CCN(C)CC2c2ccccc2)c1 (centres undefined)
50	-56	-1.9	14	-1	-2	2	-1	56	-13	-2	COC(CNC(=O)c1ccc2nc(-c3cccs3)c(-c3cccs3)nc2c1)OC
51	-2	-0.4	-3	-1	9	9	-7	2	-13	0	COc1ccc(/C=N/N2CCOCC2)cc1O
52	30	19	-1	-1	4	-20	0	-30	2	x	CCCCCC(=O)Nc1cccc(C2=NOC3(C2)C[C@H](C(N)=O)N(C(=O)[C@H]2CCC(=O)N2)C3)c1 (some centres undefined)
53	-10	0.4	-21	-4	-4	1	0	10	10	-2	COc1ccccc1OCCn1cc(C(=O)C(C)C)c2ccccc21

Screens as filed in PubChem.
